Source: PubChem (The Scripps Research Institute Molecular Screening Center)
TbREL1 primary: TbREL1 inhibition, primary screen | TbREL1 RNA ligation, FRET fluorescence | inhibition, % at 9.66 µM | hit rate 0.49% among 89,000;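 active means inhibition above the mean inhibition across all screened compounds plus 3 SD, cut at about 11% in these data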;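 further: 0% = plate median of test wells and 100% = NSC42067 control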
Target sequence (P86926 whole entry, looked up): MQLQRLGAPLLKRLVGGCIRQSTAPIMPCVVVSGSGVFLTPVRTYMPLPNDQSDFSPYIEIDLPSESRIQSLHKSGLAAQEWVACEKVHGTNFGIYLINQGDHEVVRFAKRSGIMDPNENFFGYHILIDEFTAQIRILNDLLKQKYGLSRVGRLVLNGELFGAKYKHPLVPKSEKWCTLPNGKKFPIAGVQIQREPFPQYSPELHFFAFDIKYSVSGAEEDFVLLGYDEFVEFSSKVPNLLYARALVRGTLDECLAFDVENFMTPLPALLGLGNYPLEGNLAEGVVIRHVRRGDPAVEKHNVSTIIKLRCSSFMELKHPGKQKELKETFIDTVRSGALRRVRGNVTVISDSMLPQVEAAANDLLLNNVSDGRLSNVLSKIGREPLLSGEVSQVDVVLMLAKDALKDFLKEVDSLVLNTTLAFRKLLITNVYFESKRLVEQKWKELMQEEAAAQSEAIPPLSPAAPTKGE
* = called active by the depositor. Some of the compounds tested; count on the stated rates, not on these rows.

| TbREL1 primary | structure |
| --- | --- |
| -1.4 | COc1cccc(NC(=O)CN(C)C(=O)c2cccc(S(=O)(=O)N3CCN(c4ccc(F)cc4)CC3)c2)c1 |
| -0.3 | COc1ccc(-c2nc(NC(=O)C3=NN(c4cccc(C)c4)C(=O)CC3)sc2C)cc1 |
| 0.1 | COC(=O)C(C(=O)OC)C(c1ccccc1)C(C(=O)c1ccccc1)[N+](=O)[O-] (stereo not drawn) |
| 3.8 | Cc1ccc(C2=NNC(C(O)C(O)C(O)CO)S2)cc1 (stereo not drawn) |
| -2.3 | CCOc1ccc(CCNC(=O)c2ccc3ccccc3n2)cc1OCC |
| 0.2 | CCOc1ccc(N(CC(=O)NCc2ccc(Cl)cc2)S(=O)(=O)c2ccccc2)cc1 |
| 2.0 | CCc1nc2n[nH]c(N)c2c2c1CCCC2 |
| -2.7 | COC(=O)[C@H]1C[C@@]2(CC=C(C)C)c3ccccc3N(C(=O)OC(C)(C)C)[C@H]2N1C(=O)OC(C)(C)C |
| -0.4 | COc1nc(Cl)cn(-c2ccc(Cl)cc2)c1=O |
| 4.9 | O=C(NCc1cccnc1)c1cnn2ccccc12 |
| 8.9 | C#CCOCCOCCOCCNc1nc(N2CCN(C(=O)[C@H](Cc3ccc(O)cc3)n3cc([C@@H](N)C(C)CC)nn3)CC2)nc(N2CCN(C(=O)[C@H](Cc3cc4ccccc4[nH]3)n3cc([C@@H](N)CC(C)C)nn3)CC2)n1 (stereo partly drawn) |
| -1.2 | Cc1ccc(C(=O)NCc2cccnc2)cc1S(=O)(=O)N1CCCCCC1 |
| -0.9 | Cc1ccc(S(=O)(=O)Oc2ccc(C3C4=C(CCCC4=O)N(CCC(=O)O)C4=C3C(=O)CCC4)cc2Cl)cc1 |
| -0.1 | COc1ccc(Cc2nc(C(=O)Nc3ccccc3)cs2)cc1 |
| -2.1 | Cc1ccc(NC(=O)C2Cc3ccccc3CN2C(=O)c2ccco2)cc1S(=O)(=O)N(C)C (stereo not drawn) |
| 1.9 | Cc1nc(SCC(=O)NC2CCCCC2C)c(C#N)c(C)c1C (stereo not drawn) |
| -0.1 | O=C(CSc1nnc(Cc2cccs2)n1-c1ccc(Cl)cc1)NCc1ccc2c(c1)OCO2 |
| -0.5 | Cc1cc(C)cc(-n2ccnc2SCC(=O)c2c(N)n(C3CC3)c(=O)[nH]c2=O)c1 |
| 3.4 | CC(C)(C)N1[C@@H](CC(=O)O)c2cc(C(F)(F)F)ccc2S1(=O)=O |
| -2.3 | Cn1ccc(CC(=O)N2CCC(N3CCC(C(=O)N4CCCC4)CC3)CC2)c1 |
| 0.8 | COc1ccc(C(=O)N2CCN(CCNC(=O)C(=O)Nc3ccc(Br)cc3)CC2)cc1 |
| -0.7 | CCO[C@@H]1OC(C(=O)N2CCN(Cc3ccc4c(c3)OCO4)CC2)=C[C@H](C2CCCCC2)[C@H]1CCCO |
| -2.6 | CCCn1cnc2scc(-c3ccc(OC)cc3)c2c1=O |
| -1.6 | CCCC1C(=O)N(Cc2ccccc2)C(=O)CC1C (stereo not drawn) |
| -3.1 | C=CCn1c(SCC(=O)Nc2nc(C)cs2)nnc1C(C)NC(=O)c1ccccc1Cl (stereo not drawn) |
| -2.1 | CC(=O)Nc1ccc(N=Cc2ccc[nH]2)cc1 |
| 1.4 | COCC(=O)NCCNc1nc2ccc(C)cc2cc1C |
| -5.7 | COc1ccccc1N1CCN(C(=O)CSc2nnc(NC(=O)c3ccco3)s2)CC1 |
| 6.0 | O=C(CNS(=O)(=O)c1ccc(Br)cc1)N1CCOCC1 |
| -0.9 | CCOC(=O)N1CCC(=NNC(=O)c2ccc(O)cc2)CC1 |
| -1.6 | COc1ccc(S(=O)(=O)N2CCN(CCC(=O)Nc3ccc(F)cc3)CC2)cc1 |
| 0.3 | COc1ccc(-c2noc(CCC(N)=O)n2)cc1OC |
| 3.0 | O=C(CSCc1ccc(C(=O)O)cc1)Nc1ccc2ccccc2c1 |
| -0.2 | CCn1c(CSCc2c(Cl)cccc2Cl)n[nH]c1=S |
| 4.3 | O=C1C=C(c2ccc3c(c2)OCO3)C[C@@H](c2ccc3c(c2)OCO3)C1 |
| -0.6 | Cc1ccc(-n2ncc3c(=O)n(CC(=O)NCc4ccco4)cnc32)cc1 |
| -1.9 | Cc1cccc(C)c1NC(=O)COC(=O)CN1C(=O)C2CCCCC2C1=O (stereo not drawn) |
| 1.5 | O=c1nc(N/N=C/c2c[nH]c3ccccc23)cn[nH]1 |
| 0.7 | COc1ccc(CCNC(=O)c2cc3sc(Cl)cc3n2C)cc1OC |
| -1.9 | CCn1nc(C)c(/C=C/C(=O)Nc2ccc(C)cc2C)c1C |
| 2.6 | CN(c1ccc(OC(=O)CC2OC(=O)c3ccccc32)cc1)S(=O)(=O)c1ccccc1 (stereo not drawn) |
| -2.4 | O=C(CN(C(=O)c1csnn1)c1ccccc1C(F)(F)F)NC1CCCCC1 |
| 0.9 | Cc1cc(C)cc(N(CC(=O)NC2CCC(C)CC2)S(=O)(=O)c2ccc(C(C)(C)C)cc2)c1 (stereo not drawn) |
| -1.0 | Cc1c(C)n2c(SCC(=O)N3CCC(C)CC3)nnc2[nH]c1=O |
| 0.7 | O=S(=O)(c1ccc(F)cc1)N1CCN(c2nc(-c3cccnc3)nc3ccccc23)CC1 |
| -1.4 | C=CCN1[C@H](C)COc2cccc(N3CCSCC3)c2S1(=O)=O |
| -3.5 | CCN(CC)S(=O)(=O)c1ccc(/C=C/C(=O)Nc2c(C)n(C)n(-c3ccccc3)c2=O)cc1 |
| 5.6 | COc1cccc(CNc2nc(C(F)(F)F)nc3ccccc23)c1 |
| -3.6 | COc1cccc(C(=O)N[C@H](C(=O)N2CCC[C@H]2C(=O)NCc2ccccc2)c2ccccc2)c1 |
| -0.7 | COc1ccc(NC(=O)CN(C)C(=O)CNC(=O)c2ccc3c(c2)OCO3)cc1 |
| 2.1 | O=C(/C=C/c1ccc2c(c1)OCO2)NCCSCc1cccc(Cl)c1 |
| 1.4 | O=C(CS(=O)CC(=O)Nc1cnc2ccccc2c1)Nc1ccc(Cl)cc1 (stereo not drawn) |
| -0.2 | COc1cccc(Cn2c3ccc(NC(=O)Cc4ccccc4C)cc3c(=O)n2C)c1 |
| 11.3* | O=C1N/C(=N/N=C/c2ccco2)SC1Cc1ccccc1 (stereo not drawn) |
| -3.0 | CCOC(=O)C1(CCCc2ccccc2)CCN(Cc2cn(CC)nc2C)CC1 |
| -3.2 | CCc1[nH]nc2c1C(c1ccncc1)C(C#N)=C(N)O2 (stereo not drawn) |

The list continues:
| TbREL1 primary | structure |
| --- | --- |
| 4.5 | O=C(O)c1cccc2cccnc12 |
| -0.7 | CCN1C(=O)[C@H]2[C@@H](c3ccc(C)cc3)N3C(=O)N(c4cccc(Cl)c4)C(=O)[C@@]3(CC)[C@H]2C1=O |
| -0.7 | Cc1ccc(S(=O)(=O)N(C)C)cc1NC(=O)COC(=O)C1COc2ccccc2O1 (stereo not drawn) |
| -8.3 | COC(=O)C1=C(C)NC(C)=C(C(=O)OC(C)C)C1c1cccc2nonc12 (stereo not drawn) |
| 4.5 | CC(=O)Nc1ccc(Br)c(Cl)c1 |
| 1.7 | CC1(C)C(=O)Nc2ccccc2N1C(=O)COc1ncnc2ccccc12 |
| -2.6 | O=C(/C=C/c1ccc(O)c([N+](=O)[O-])c1)c1ccc2ccccc2c1 |
| 1.8 | COc1ccc(-c2cn3nc(C)c(C)nc3n2)cc1OC |
| -0.4 | COCc1nnc(NC(=O)c2ccc(NC(C)=O)cc2)s1 |
| 0.4 | COc1cccc(NC(=O)C(Sc2nnc3ccccn23)c2ccccc2)c1 (stereo not drawn) |
| 2.0 | O=S(=O)(Nc1cc(Cl)ccc1-n1cncn1)c1ccccc1Cl |
| -0.6 | CCN(CC)C(=O)Cn1c(=O)n(Cc2ccc(F)cc2)c(=O)c2sccc21 |
| -2.2 | CCOC(=O)C1CCCN(c2nc3ccccc3nc2C(C#N)C(=O)OCCOC)C1 (stereo not drawn) |
| 2.0 | Cc1cccc2c1NC1(CCCC1)CC2C (stereo not drawn) |
| 0.5 | CC(C)(C)c1ccc(-c2nnc3n2N=C(c2ccc(Cl)cc2)CS3)cc1 |
| 1.8 | COc1ccc(N/C(N)=N/c2nc(C)cc(=O)[nH]2)cc1 |
| 3.1 | CC(C)C[C@@H](CO)N1CCN(Cc2cccnc2)CCC1=O |
| 2.1 | CCC(=O)Nc1c2c(nn1-c1ccc(F)cc1)CS(=O)C2 (stereo not drawn) |
| 0.7 | CN1CCC(N(C)C(=O)c2cc(-c3ccccc3Cl)nc3ccccc23)CC1 |
| -2.1 | CCCC(CCC(=O)Nc1ccn(-c2ccccc2)n1)C(=O)O (stereo not drawn) |
| -5.0 | CCOC(=O)N1CCN(C(=O)c2ccc3c(=O)n(Cc4ccccc4OC)c(=S)[nH]c3c2)CC1 |
| -1.0 | CC(=O)c1ccc(OCc2cc(C(=O)N(C)C(C)c3nccs3)no2)cc1 (stereo not drawn) |
| 3.8 | Cc1ccc(Cl)c2sc(N3CCN(C(=O)c4ccco4)CC3)nc12 |
| -1.6 | O=C(COc1ccc(Cl)cc1)N1CCCC1 |
| -0.9 | CN1CCN(S(=O)(=O)c2ccc([N+](=O)[O-])cc2)CC1 |
| 0.2 | O=S(=O)(Nc1ccccc1-c1ccccc1)c1ccccc1 |
| 1.8 | COc1ccc(-n2c(SC/C=C/c3ccccc3)nnc2-c2cccs2)cc1 |
| 4.3 | O=C1N[C@@H](Cc2ccccc2)[C@@H](c2ccco2)O1 |
| -1.3 | COc1cccc(N=Nc2c(N)[nH]n3c(=O)c4c(nc23)CCCC4)c1 |
| -3.4 | Cc1ccc(C2C3=C(CC(C)(C)CC3=O)N(CCN3CCOCC3)C3=C2C(=O)CC(C)(C)C3)cc1 |
| -3.9 | COc1ccc(N2C(=O)CC(SC(C)C)C2=O)cc1 (stereo not drawn) |
| 4.4 | O=C1C(O)CC2c3ccccc3CC3(CCCC3)N12 (stereo not drawn) |
| -3.2 | COc1ccc2c(c1)c(CC(=O)OCC(=O)N(C)C)c(C)n2C(=O)c1ccc(Cl)cc1 |
| -2.6 | CCN(CC)c1ccc(S(=O)(=O)N2CCOCC2)cc1NC(=O)Cn1nc(C)c([N+](=O)[O-])c1C |
| 0.5 | C=CCCC(=O)N1C[C@H]2CON(C)[C@H]2C[C@H]1c1ccc(N2CCCCC2)cc1 |
| 1.3 | COc1ccc(OC)c(NC(=O)c2ccc(-n3cccn3)nc2)c1 |
| 0.3 | CCN(CC)S(=O)(=O)c1ccc(N2CCc3cc(OC)c(OC)cc3C2)nc1 |
| 1.9 | COCCNC(=O)COc1ncnc2ccc(Br)cc12 |
| 1.8 | CC(C)(C)CNC(CO)C12CC3CC(CC(C3)C1)C2 (stereo not drawn) |
| -1.3 | O=C(c1ccccc1)c1ccc(N2CCN(C(=O)c3ccc(F)cc3F)CC2)c(F)c1 |
| -0.8 | Cc1sc2ncnc(N3CCN(Cc4ccccc4)CC3)c2c1-c1ccccc1 |
| -2.5 | Cc1ccccc1CNC(=O)C1CCCN(c2ncccn2)C1 (stereo not drawn) |
| -1.5 | Cc1c(NC(=O)c2ccc(Cl)nc2)cccc1-c1nc2cccnc2s1 |
| 0.0 | Cc1noc(C)c1COC(=O)CCOc1ccccc1 |
| 0.3 | COC(=O)C1=C(C)N(Cc2ccccc2)C(=S)NC1c1ccc(Br)cc1 (stereo not drawn) |
| -0.3 | COc1ccc(-n2c(SCC(=O)Nc3sc4c(c3C#N)CCCC4)nnc2-c2ccc(O)cc2)cc1 |
| -6.5 | O=S(=O)(Nc1cc(Sc2cccc3cccnc23)c(O)c2ccccc12)c1ccccc1 |
| -2.6 | Cc1cccnc1C1=NOC(Cc2ccccc2)C(=O)N1C (stereo not drawn) |
| 3.3 | O=C(NCc1cccnc1)c1c(F)c(F)c(F)c(F)c1F |
| 1.2 | Cc1ccc(/C=N/Nc2nc3ccccc3s2)o1 |
| 0.1 | C[C@H](N)c1nnc(SCc2ccc(Cl)cc2Cl)o1 |
| 6.7 | COc1ccc(CCN2CC(C(=O)OCC(=O)N(C)CC(=O)Nc3ccccc3Cl)CC2=O)cc1OC (stereo not drawn) |
| -3.5 | Cc1cc(-c2nnc(CCC(=O)NC(C)(C)C34CC5CC(CC(C5)C3)C4)o2)no1 |
| 4.6 | COc1ccc(-c2oc3ccccc3c2C(=O)OCc2ccccc2)cc1 |
| 0.2 | CC(C)CCN1CCC(CN2C(=O)C(=O)NC[C@@H]2CC(C)C)CC1 |
| -2.7 | COCOCCn1cc(CN2CCS(=O)(=O)N(Cc3ccc(-c4cccc(N(C)C)c4)cc3)C(CC(C)C)C2=O)nn1 (stereo not drawn) |

Carrying on.
| TbREL1 primary | structure |
| --- | --- |
| 0.0 | C#Cc1ccc([C@@H]2C=C(C(=O)N3CCOCC3)O[C@H](OCC)[C@H]2CCCO)cc1 |
| -0.9 | COc1ccccc1NS(=O)(=O)c1ccc(C(=O)NCc2ccco2)cc1 |
| -2.5 | Cc1ccc(N2C(=O)N(CC(=O)Nc3cc(C)cc(C)c3)C(=O)C2C)cc1 (stereo not drawn) |
| 0.0 | COc1ccc(Nc2nc(C)c(C(C)=O)s2)cc1 |
| 8.6 | O=C(CSC(=S)N1CCCC1)Nc1ncc(Cl)cc1Cl |
| 0.6 | O=c1c2ccccc2nc(SCc2ccc([N+](=O)[O-])cc2)n1CCCO |
| 3.8 | Cc1noc(C)c1NC(=O)N(C)C[C@H]1Oc2ccc(NC(=O)CCN3CCOCC3)cc2C(=O)N([C@H](C)CO)C[C@@H]1C |
| 1.4 | O=C(CNC(c1ccccc1)c1ccccc1)Nc1c(F)cccc1F |
| -2.6 | CCOc1ccc(OCc2ccc(C(=O)NN=Cc3ccc[nH]3)cc2)cc1 |
| -3.5 | COc1ccc(C(=O)C2CCN(CC(=O)NCc3ccccc3)CC2)cc1 |
| -2.7 | CCC(C)(C(=O)NC1CCCC1)N(CC1CCCO1)C(=O)CNC(=O)c1ccccc1 (stereo not drawn) |
| -3.2 | COC(=O)c1ccc(CSc2nc(N3CCOCC3)c3c(c2C#N)CC(C)(C)OC3)o1 |
| -3.9 | COc1ccc(N=C2C(=Nc3ccc(OC)cc3)N(c3ccc(OC)cc3)C(=S)N2C(=O)c2ccc(OC)cc2)cc1 |
| -1.5 | CC1(C)Cc2c(C#N)c(NCCN3CCOCC3)nc(-c3ccccc3)c2CO1 |
